Bioassay records deposited in PubChem by several laboratories.
SKN-1 block = blocks SKN-1 activity in C. elegans. C. elegans VP596 Pgst-4::GFP/RFP ratio, acrylamide-induced, 24 h. inhibition, % at 21.8 µM. 360,000 compounds, 0.49% hits. AID 624304;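 active = interference check ratio from 0.5 to 1.5 plus GFP to RFP signal ratio inhibition reaching or exceeding a fixed threshold, cut at about 30% in these data, passing the limit was not always enough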; note: some compounds called inactive have numbers as strong as hits
NRP1-CendR mod = alters CendR peptide binding to human NRP-1; AID 602438; 360,000 compounds, 0.85% hits; inhibition, % at 25 µM; FAM-RPARPAR peptide binding to NRP-1, fluorescence polarization; O14786;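 active = inhibition or corrected inhibition above about 18%, plus a signal ratio from 0.5 to 1.5, limit read from the data, passing the limit was not always enough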; note: strong numbers were not always called active
FAS TE block = FAS thioesterase (human) inhibition | P49327 | recombinant FAS-TE, OMFH fluorogenic substrate, fluorescence endpoint | inhibition, % at 15 µM | 360,000 compounds, 0.67% hits | AID 602261;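 active = compounds whose normalised, plate-corrected inhibition of enzyme fluorescence in the single-dose primary screen is 50% or more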;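 note: 0% = DMSO with enzyme and 100% = substrate without enzyme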
MT1-MMP act inh = inhibitors of human MT1-MMP activation; P50281; HT1080 RFP-PRO-GFP cells, GFP/RFP ratio fluorescence, overnight; percent of plate control window, DMSO zero; GFP/RFP ratio change, % at 20 µM; 360,000 compounds, 0.061% hits;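 active = GFP/RFP ratio change of at least 30% with cell ATP level not reduced by more than half and red fluorescence within 50% of control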; note: strong numbers were not always called active
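system = RFP-PRO-GFP reporter HT1080 cells | dosing = 20 µM single dose, 1% DMSO | timing = overnight cell settling, then overnight compound exposure, 37 °C, 5% CO2 | read-out basis = GFP/RFP fluorescence ratio | controls = DMSO and RFP-L50D-GFP cell wells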
bovine MsrA act = activators of bovine methionine sulfoxide reductase A; purified bovine MsrA, absorbance read-out; activation, % at 10.6 µM; 360,000 compounds, 0.3% hits; AID 602163; in the data active = activation above about 7.5%;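 note: 0% = vehicle and 100% = reference activator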
Neddyl block = blocks human cullin neddylation. P61081+Q13564. TR-FRET cullin neddylation, biochemical. calls only at 25 µM. 360,000 compounds, 0.58% hits. AID 651699; in the data active = inhibition above about 36%
Rin1-Abl PPI inh = inhibitors of human Rin1-Abl protein interaction; inhibition, % at 7.35 µM; 360,000 compounds, 0.4% hits; AID 588664; TR-FRET Rin1/Abl binding, biochemical; P00519+Q13671; in the data active = inhibition above about 5%, passing the limit was not always enough
MLLE-PAM2 inh = inhibitors of microRNA-mediated deadenylation, human PABP1 MLLE binding. inhibition, % at 20 µM. 360,000 compounds, 0.36% hits. GST-MLLE / FITC-PAM2 fluorescence polarization; in the data active = inhibition above about 35%, passing the limit was not always enough;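 note: plate controls were DMSO wells with GST-MLLE for no effect and wells lacking GST-MLLE protein for full effect; some results filed as inactive read as strong as hits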
Target sequence (P11940 whole entry, looked up): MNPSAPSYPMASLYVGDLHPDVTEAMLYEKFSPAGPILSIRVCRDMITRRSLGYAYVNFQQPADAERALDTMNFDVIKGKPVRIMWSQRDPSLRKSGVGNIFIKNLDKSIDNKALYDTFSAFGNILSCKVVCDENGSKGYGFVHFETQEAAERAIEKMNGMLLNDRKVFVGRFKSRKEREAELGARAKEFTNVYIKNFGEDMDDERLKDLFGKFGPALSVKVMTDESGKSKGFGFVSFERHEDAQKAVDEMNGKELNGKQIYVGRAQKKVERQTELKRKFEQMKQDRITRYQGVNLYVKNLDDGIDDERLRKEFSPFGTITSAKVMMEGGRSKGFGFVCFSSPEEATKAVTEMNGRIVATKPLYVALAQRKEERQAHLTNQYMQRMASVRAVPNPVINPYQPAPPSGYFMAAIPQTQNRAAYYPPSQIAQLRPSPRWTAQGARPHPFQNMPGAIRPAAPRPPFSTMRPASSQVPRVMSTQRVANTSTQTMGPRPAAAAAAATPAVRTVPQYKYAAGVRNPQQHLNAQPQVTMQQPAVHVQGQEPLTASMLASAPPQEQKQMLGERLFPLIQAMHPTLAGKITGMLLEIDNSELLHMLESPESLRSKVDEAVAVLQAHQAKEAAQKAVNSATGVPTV
eLon inh = inhibitors of E. coli Lon protease | P0A9M0 | purified E. coli Lon protease, fluorescence polarization | AID 602123 | 360,000 compounds, 0.42% hits | inhibition, % at 7.94 µM; in the data active = inhibition above about 13%, passing the limit was not always enough;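 note: 0% = enzyme with probe and DMSO and 100% = no enzyme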
Active calls of the source: *; i = inactive; . = not tested or not shown. Rows were taken by chance. About 4% of those tested had a hit in this group.

SMILES	SKN-1 block	NRP1-CendR mod	FAS TE block	MT1-MMP act inh	bovine MsrA act	Neddyl block	Rin1-Abl PPI inh	MLLE-PAM2 inh	eLon inh
CCOC(=O)c1cnc2nc(C)[nH]n2c1=O	-21	1	-4	0	-11	i	3	3	-6
COC(=O)c1c(NC(=O)C2c3ccccc3Oc3ccccc32)sc(C)c1C	20	-7	23	0	-2	i	-1	14	-14
COc1cccc(CNC(=O)[C@@H]2CCCN2C(=O)[C@@H]2CCCN2C(=O)c2c(F)cccc2F)c1	-22	4	-7	-3	-12	i	.	.	-7
N#Cc1ccc(CNc2cnccn2)cc1	10	0	-4	-2	-1	.	-2	-2	-1
CCC(=O)Nc1cccc(C2=NOC3(C2)C[C@@H](C(N)=O)N(C(=O)c2cc([N+](=O)[O-])cc([N+](=O)[O-])c2)C3)c1 (some centres undefined)	-3	-9	12	1	-2	i	2	-2	-2
Cc1cc(C)nc(N(C#N)CC(=O)N2CCC(C(N)=O)CC2)n1	9	9	-4	0	1	i	0	-2	-1
COc1ccc(OC)c(/C=C2\SC(N3CCCC(C)C3)=NC2=O)c1 (centres undefined)	15	-12	1	-5	-3	i	-3	13	-11
Cc1ccc(-c2nc3c(c(=O)c4ccccc4n3C)c(=O)n2-c2ccc(F)cc2)cc1	-6	-16	-11	-7	-3	i	-2	-16	7
COCCn1c(C)cc(C(=O)COC(=O)/C=C/c2cccc(OC)c2)c1C	7	-7	11	2	-1	i	4	-5	-10
COc1ccc(C)cc1S(=O)(=O)N(C)CC(N)=O	-3	2	-4	-3	1	i	0	2	4
COc1ccccc1NC(=O)CSc1nc(N)c(C#N)cc1C#N	11	-68	6	-8	-3	i	2	-73	-19
COc1ccc(S(=O)(=O)NCC2CCCN(Cc3cccnc3)C2)cc1 (centres undefined)	2	5	-7	-6	-3	i	2	8	-8
Cc1ccccc1SCC(=O)Nc1cccc(C#N)c1	-4	10	6	6	-10	i	-1	22	-4
CC(=O)Nc1ccc(OCC(=O)c2ccc(C)cc2C)cc1	1	6	-6	4	2	i	0	-7	3
CCOc1ccc(CCNC(=O)C2CCN(S(=O)(=O)c3ccc(C)cc3)CC2)cc1OCC	-20	15	1	-3	-5	i	0	-6	-1
CCc1cccc(CC)c1NC(=O)CN1C2CCCC1CC(NC(=O)Nc1cccc(OC)c1)C2 (centres undefined)	-19	3	7	2	-5	i	3	-3	5
O=C(NCc1ccc(F)cc1)C1CCCN(S(=O)(=O)c2cccc3nsnc23)C1 (centres undefined)	20	-21	-1	1	-3	i	-2	6	-1
Cc1n[nH]c2c([N+](=O)[O-])c(=O)[nH]c(=O)n12	14	0	-9	-1	-2	i	3	3	-9
Cc1c(O)c(CN(C)C)cc2c1oc(=O)c1ccccc12	-3	-4	-5	-1	0	i	-3	10	5
CCCn1nnc(NC(=S)NC(=O)Cc2ccccc2)n1	-1	8	-5	0	-2	i	2	30	-7
COc1ccc(C(=O)COC(=O)Cn2cnc3c2c(=O)n(C)c(=O)n3C)c(OC)c1	-13	12	0	-1	-3	i	4	4	-1
O=C(N/N=C/C1CC=CCC1)c1cc2ccccc2cc1O (centres undefined)	-1	-25	4	35*	-4	i	0	-14	-40
O=C(CC(c1ccccc1)c1ccco1)N1CCOCC1 (centres undefined)	-6	12	-5	-1	4	i	5	1	-7
Cc1cc(C)n(CC(=O)Nc2ccccc2)n1	-5	4	-7	0	-1	i	0	2	-5
CCC(CO)N=CC1=C(O)CC(c2ccccc2)CC1=O (centres undefined)	-9	6	-5	6	-5	i	0	-18	-18
CCSc1nnc([C@H](Cc2c[nH]c3ccccc23)NC(=O)OC(C)(C)C)o1	-6	2	3	-1	-4	i	-1	-45	-13
O=C1CCc2cc(S(=O)(=O)NCCCC(=O)N3CCN(Cc4ccc5c(c4)OCO5)CC3)ccc2N1	-6	11	-5	2	-3	i	3	2	-7
O=C(c1ccc(Cl)cc1)c1cnc(Nc2ccccc2)s1	4	-2	-3	6	-7	i	-1	-62	-5
O=C(Nc1ccccc1)c1nc[nH]c1C(=O)NCCNC(=O)c1[nH]cnc1C(=O)Nc1ccccc1	5	-10	-8	-8	4	i	2	-6	-2
CC(C)(C)S(=O)(=O)c1ccccc1C(=O)O	2	-3	-1	-3	-4	i	-2	4	7
O=C(COC(=O)C1COc2ccccc2O1)NC(=O)NC1CCCCC1 (centres undefined)	4	7	-8	7	1	i	0	4	-4
O=C(Nc1ccc(Nc2ccccc2)cc1)c1ccccc1F	21	-7	21	-1	-1	i	-2	2	1
COc1ccc(-c2noc(C3CCCN(S(=O)(=O)c4cccc(Cl)c4C)C3)n2)cc1OC (centres undefined)	-20	-12	38	-2	-6	i	-1	-4	-4
N#CCOC(=O)C1CSC2(c3ccc(Br)cc3)CCC(=O)N12 (centres undefined)	1	-8	0	-1	-1	i	2	-15	3
COC(=O)C[C@H]1c2cc(F)ccc2S(=O)(=O)N1c1ccccc1	4	5	-5	.	-12	i	3	-1	3
Cc1ccc2nc(S(=O)(=O)O)[nH]c2c1	3	0	-4	4	-2	i	-2	3	6
CCn1c2ccccc2c2cc(NC(=O)CSc3nccc(=O)[nH]3)ccc21	8	-22	-35	-4	-2	i	0	-60	2
CCN(CC)C(=S)Nc1ccc(C(=O)OC)cc1	-6	10	-4	1	-3	i	1	-48	4
Cn1cc(CN2CCC(C(=O)N3CCCCC3)CC2)c(-c2ccccc2F)n1	-20	0	-2	.	-12	i	1	2	3
O=S1(=O)N[C@@H](CC2CCCCC2)COc2cc(Br)ccc21	13	14	20	10	-4	i	-7	7	0

Results in MLLE-PAM2 inh (two entries from above):
molecule,MLLE-PAM2 inh
O=C(COC(=O)C1COc2ccccc2O1)NC(=O)NC1CCCCC1 (centres undefined),4
O=C(Nc1ccc(Nc2ccccc2)cc1)c1ccccc1F,2

Remaining list, next part
SMILES	SKN-1 block	NRP1-CendR mod	FAS TE block	MT1-MMP act inh	bovine MsrA act	Neddyl block	Rin1-Abl PPI inh	MLLE-PAM2 inh	eLon inh
Cn1cc(-c2ccccc2C(=O)O)c(=O)c2ccccc21	-6	-3	-2	2	0	i	-3	-3	0
Cn1cc([N+](=O)[O-])c(C(=O)Nc2ccc(C(=O)N3CCCCC3)cc2)n1	-4	-1	-8	-3	0	i	-1	-12	-3
Cc1cc(C)n2nc(SCC(=O)N3CCN(c4ccccc4)CC3)nc2n1	18	-13	-2	2	-3	i	0	17	3
N#CC(C(=O)NC1CCCCC1)c1nc2ccccc2nc1N1CCN(c2ccccc2F)CC1 (centres undefined)	12	123	18	-12	-3	i	-1	11	1
CCN1CCCC1CNC(=O)C(=O)Nc1ccccc1OC (centres undefined)	-2	-2	-1	3	-1	i	6	-10	-13
O=C(NCc1c[nH]c2ccccc12)c1ccccc1	-2	7	-5	2	-1	i	-1	8	6
COc1ccc(NC(=O)c2ccccc2SC)c(OC)c1	-2	0	0	5	-2	i	3	2	-7
CC(=O)Nc1ccc(NC(=O)CSc2ccc3nnc(CCNS(=O)(=O)c4ccc(C)cc4)n3n2)cc1	1	0	-4	0	-10	i	-1	-7	4
COc1ccc(C(=O)OCCN2CCCCC2)cc1	1	6	-4	6	-1	i	-1	-2	-1
CC(C(=O)Nc1ccc2c(c1)OCCO2)N(C)CC(=O)Nc1ccccc1Br (centres undefined)	-2	-5	-2	1	-2	i	1	1	-9
COc1cccc(/C=N/NC(=O)CSc2ccccc2C)c1O	3	2	6	-7	-4	i	0	6	-7
NC(=O)c1c(NC(=O)CN2CCCC2)sc2c1CCCC2	13	-3	0	-3	-3	i	0	2	-2
CCOc1cccc(/C=C/c2ccc3cccc(O)c3n2)c1OC	6	-4	14	1	1	i	-2	13	2
CCOC(=O)C1=CCN(S(=O)(=O)c2ccc(C)cc2)C1c1ccccc1 (centres undefined)	13	13	10	2	-1	i	1	-2	5
COc1ccc(CNC(=O)C2CCCN(S(=O)(=O)c3c(C)nn(C)c3C)C2)cc1 (centres undefined)	-3	-11	-1	-3	1	i	0	-3	-6
O=C(NCCOC(=O)c1ccccc1)c1ccccc1	11	22*	-4	1	-2	i	2	4	-3
CCOC(=O)C1=C(C)NC(=O)NC1c1cc(C)sc1C (centres undefined)	-3	0	-8	0	-4	i	1	1	-11
COc1ccccc1NC(=O)NC1(C(=O)N2CCCCCC2)CCCCC1	-5	-6	-6	4	-4	i	-1	8	-4
CCOc1ccc(-c2nn[nH]n2)cc1	-18	-1	-6	4	0	i	1	6	-1
CC(C)=C1C2CC2C2C(C(=O)O)C12 (centres undefined)	19	-10	-5	1	-3	i	1	14	2

Profiles, quoted from the list:
`COc1ccc(C)cc1S(=O)(=O)N(C)CC(N)=O` in the list: SKN-1 block = -3; NRP1-CendR mod = 2; FAS TE block = -4; MT1-MMP act inh = -3; bovine MsrA act = 1; Neddyl block = i; Rin1-Abl PPI inh = 0; MLLE-PAM2 inh = 2; eLon inh = 4
`CCOC(=O)c1cnc2nc(C)[nH]n2c1=O` in the list: SKN-1 block = -21; NRP1-CendR mod = 1; FAS TE block = -4; MT1-MMP act inh = 0; bovine MsrA act = -11; Neddyl block = i; Rin1-Abl PPI inh = 3; MLLE-PAM2 inh = 3; eLon inh = -6
`O=C(COC(=O)C1COc2ccccc2O1)NC(=O)NC1CCCCC1` (centres undefined) in the list: SKN-1 block = 4; NRP1-CendR mod = 7; FAS TE block = -8; MT1-MMP act inh = 7; bovine MsrA act = 1; Neddyl block = i; Rin1-Abl PPI inh = 0; MLLE-PAM2 inh = 4; eLon inh = -4

Carrying on:
SMILES	SKN-1 block	NRP1-CendR mod	FAS TE block	MT1-MMP act inh	bovine MsrA act	Neddyl block	Rin1-Abl PPI inh	MLLE-PAM2 inh	eLon inh
Cn1c(=Nc2ccc(N3CCOCC3)cc2)ccc2ccccc21	6	13	-9	-7	-1	i	0	-96	3
CC(NC(=O)Cn1c(NCCO)nc2ccccc21)C1CC2CCC1C2 (centres undefined)	5	5	-8	-2	-8	i	-3	-9	8
Cc1nc2ccccc2c(=O)n1-c1ccc(F)c(NS(=O)(=O)c2ccccc2F)c1	14	2	-9	-2	-2	i	-2	0	-5
CN(Cc1ccccc1)C(=O)c1ccco1	2	4	-6	4	-1	i	1	4	0
CC1CCCC(NC(=O)C2N(CCCN3CCCC3)C(=O)C3C(C(=O)Nc4cccc(Cl)c4)C4C=CC32O4)C1C (centres undefined)	1	10	0	2	-4	i	2	-3	7
Cc1nc(C(=O)Nc2ccccc2)sc1C1(C)CC(c2cccnc2)=NO1 (centres undefined)	1	-1	-2	2	-5	i	4	-1	-9
O=C1NC(=S)S/C1=C\c1cc(Cl)cc(Cl)c1O	58	-277	-3	15	-6	i	2	-59	-92
CCc1nnc(NC(=O)CN2CCN(C3CCCCC3)CC2)s1	3	-1	-9	2	-4	i	4	6	-4
CCCc1cc(=O)oc2cc(C)cc(OCC(=O)NC(Cc3c[nH]c4ccc(O)cc34)C(=O)O)c12 (centres undefined)	9	-4	1	13	-1	i	1	-3	-8
CC1CCN(c2ncnc3c2cnn3Cc2ccc(Cl)cc2)CC1	35	15	20	1	0	i	3	4	3
C=CCOc1c(Br)cc(CNc2ccc(NC(=O)C(C)C)c(OC)c2)cc1OC	12	-3	12	-10	-2	i	1	-20	-12
CC[n+]1c(/C=C/c2ccc(OC)c(OC)c2)ccc2ccccc21	-3	-27	-5	-19	-1	i	-8	-141	-26
O=S(=O)(CC(CN1CCOCC1)N1CCOCC1)c1ccccc1 (centres undefined)	-9	-4	-5	0	-2	i	-8	11	0
N=C1/C(=C/c2cccs2)C(=O)N=C2SN=C(SCc3ccccc3)N12	2	-24	6	-5	-14	i	0	-10	-13
COc1ccc(-c2cnc(C(O)c3ccc(CN4CCCCC4)cc3)[nH]2)cc1 (centres undefined)	-2	8	-6	3	-7	i	0	0	-6
O=C(Nc1cccc(F)c1)Nc1nnc([C@@H]2C[C@H](O)[C@@H](CO)O2)s1	14	-3	-12	0	-2	i	-4	4	3
